# Screens: PubChem, several laboratories
# TRPC4 potent = positive allosteric modulators of TRPC4, primary screen, cell-based, mouse TRPC4beta, HEK293 mu-opioid, Fluo-4 calcium. AID 2227, 2009. Short transient receptor potential channel 4 (Mus musculus), Q9QUQ5. 310,000 tested, 0.42% active. DAMGO EC20, Fluo-4 Ca2+ flux; active compounds read high. B-score at 10 µM;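 active means B-score of calcium response area above 5 SD of library B-scores, with initial fluorescence ratio within 5 SD of library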;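 further: B-score of integrated fluorescence ratio over time as area under calcium response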
# HIF act = HIF pathway transcriptional activators, primary screen, cell-based, U2OS HRE-luciferase, luminescence | U2OS HRE-luciferase reporter; normalized: DMSO 0%, desferrioxamine 100% | activation, % at 7.5 µM (by protocol) | 300,000 tested, 0.32% active;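 active means mean activation of at least 10% of the iron chelator positive control signal, with at least half of replicates also reaching 10%; inconclusive means mean and replicate majority disagree about reaching 10%; inactive means mean and most replicates under 10%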
# SKKanGAS inh = S. pyogenes SKKanGAS growth inhibitors in kanamycin, primary screen, streptokinase expression inhibitor project, SKKanGAS strain, BacTiter-Glo luminescence. 6 h. inhibition, % at 7.5 µM. 300,000 tested, 1.3% active. AID 1662, 2009;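 active means mean replicate score, as percent of positive control median, at least 50; inconclusive means mean below 50 but one replicate at or above 50; inactive means mean and every replicate below 50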;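 further: strain carries kanamycin resistance gene driven by streptokinase promoter and grows in 40 µg/ml kanamycin; loss of luminescence reflects streptokinase promoter inhibition or plain growth inhibition; 0% = median of DMSO wells and 100% = positive control at its reference dose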
# KLF5 inh = KLF5 expression inhibitors, primary screen, DLD-1 cells, luminescence. 290,000 tested, 0.23% active. inhibition, % at 5 µM. DLD-1 KLF5 promoter-luciferase reporter;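 active means inhibition above a per-plate limit of that plate's mean compound inhibition plus 3 SD, cut at about 60% in these data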;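 further: 0% = DMSO wells and 100% = LY294002 at 200 µM; higher means less KLF5 promoter-driven luciferase light; inactives centre near -14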
# TRPC4 agonist = activators of mouse TRPC4 channel, primary screen, Fluo4 calcium, HEK293 TRPC4beta/mu-opioid cells | Fluo4 calcium fluorescence; active compounds read high | B-score at 10 µM | 310,000 tested, 0.49% active | AID 2237, 2010;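 active means B-score above 5 SD of library B-scores, and initial fluorescence ratio not above library mean plus 5 SD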;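 further: positive B-score marks a calcium rise read as TRPC4 activation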
#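 Assay system – TRPC4beta and mu-opioid receptor HEK293 stable cells · Measured by – Fluo4 fluorescence, kinetic · Schedule – dye loading 45 min room temperature, 110 s kinetic read · Read-out – B-scored integrated calcium fluorescence ratio · Controls – buffer and maximal DAMGO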
# aSyn 5UTR inh = MLPCN primary screen, SNCA 5' untranslated region. alpha-synuclein 5'UTR reporter, inhibitor activity. inhibition, % (tested at 7.5 µM). 300,000 tested, 0.82% active. AID 1813, 2009; in the data active means inhibition above about 60%; inconclusive means no clear call, values can overlap the other calls;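 further: H4 neuroglioblastoma cells stably carrying SNCA 5'UTR luciferase fusion; 0% = DMSO wells and 100% = positive control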
# MrgX1 antag = antagonists of human MrgX1 receptor, primary screen, HEK293 cells, Fluo-4 calcium flux; BAM8-22 antagonism; active compounds read low; B-score at 10 µM; 310,000 tested, 1.3% active; AID 588676, 2011;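 active means calcium-response B-score plate-corrected more than 3 library SD below zero, starting fluorescence within 5 deviations, no agonist response on first addition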;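 further: peak minus trough fluorescence over baseline after final BAM8-22 challenge near maximal dose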
# TRPC6 inhibitor = mouse TRPC6 channel inhibitors, primary screen, cell-based, HEK293, membrane potential dye; Short transient receptor potential channel 6 (Mus musculus), Q61143; ACh-evoked depolarization; active compounds read low; B-score at 10 µM; 310,000 tested, 1.1% active;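 active means B-score under library mean minus 3 SD, initial fluorescence not abnormally high, positive integrated signal ratio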;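 further: B-score derived from integrated fluorescence ratio over the kinetic read; more negative B-score means stronger inhibition of depolarization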
# Target sequence (Q61143 whole entry, looked up): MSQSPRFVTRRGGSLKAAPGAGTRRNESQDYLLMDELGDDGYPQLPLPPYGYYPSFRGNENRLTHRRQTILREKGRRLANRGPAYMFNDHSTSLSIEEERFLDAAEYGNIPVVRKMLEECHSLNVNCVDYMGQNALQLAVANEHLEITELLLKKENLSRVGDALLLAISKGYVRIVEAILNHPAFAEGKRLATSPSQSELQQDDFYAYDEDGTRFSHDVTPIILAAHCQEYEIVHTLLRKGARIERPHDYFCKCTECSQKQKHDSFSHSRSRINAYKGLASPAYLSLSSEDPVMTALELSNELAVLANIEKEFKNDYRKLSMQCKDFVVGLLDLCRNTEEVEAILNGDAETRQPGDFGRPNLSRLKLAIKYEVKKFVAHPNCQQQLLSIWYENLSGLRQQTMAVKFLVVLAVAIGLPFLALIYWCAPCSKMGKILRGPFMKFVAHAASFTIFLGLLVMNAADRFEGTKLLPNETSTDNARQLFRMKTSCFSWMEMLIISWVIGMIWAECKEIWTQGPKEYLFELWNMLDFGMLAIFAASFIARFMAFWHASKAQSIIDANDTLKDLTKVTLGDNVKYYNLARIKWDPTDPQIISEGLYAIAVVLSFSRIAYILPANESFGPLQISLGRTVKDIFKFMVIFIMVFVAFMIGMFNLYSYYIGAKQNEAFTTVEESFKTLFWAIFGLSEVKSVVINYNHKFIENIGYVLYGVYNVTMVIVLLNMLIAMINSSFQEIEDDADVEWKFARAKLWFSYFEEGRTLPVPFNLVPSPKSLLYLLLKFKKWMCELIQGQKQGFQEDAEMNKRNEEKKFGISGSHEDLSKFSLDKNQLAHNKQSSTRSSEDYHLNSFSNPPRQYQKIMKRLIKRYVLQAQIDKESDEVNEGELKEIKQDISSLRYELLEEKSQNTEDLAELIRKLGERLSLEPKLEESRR
# TRPC4 block = inhibitors of mouse TRPC4 channel, primary screen, Fluo4 calcium, HEK293 TRPC4beta/mu-opioid cells; Short transient receptor potential channel 4 (Mus musculus), Q9QUQ5; DAMGO-evoked Fluo4 calcium flux; active compounds read low; B-score at 10 µM; 300,000 tested, 0.39% active; AID 2247, 2010;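 active means B-score over 3 SD under the library average, no early fluorescence shift, positive overall ratio signal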
#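 material = TRPC4beta/mu-opioid receptor HEK293 cell line | probe or stimulus = sequential submaximal and maximal DAMGO stimulation | compound dosing = one concentration per compound | measured by = Fluo4 Ca2+ flux fluorescence | evaluation = integrated fluorescence ratio relative to baseline, converted to per-well B score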
# IEC-6 tox = cytotoxicity in IEC-6 intestinal epithelial cells, primary screen, cytotoxicity control for KLF5 inhibitor project, cell-based, luminescence. IEC-6 cytotoxicity, luminescence viability. inhibition, % at 5 µM. AID 1825, 2009. 290,000 tested, 0.78% active; in the data active means inhibition above about 22%;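 further: 0% = plate median of test compound wells and 100% = cytotoxic reference compound wells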
# TRPC6 activator = mouse TRPC6 channel activators, primary screen, cell-based, HEK293, membrane potential dye | AID 2550, 2010 | B-score at 10 µM | 310,000 tested, 0.13% active | Short transient receptor potential channel 6 (Mus musculus), Q61143 | HEK293-TRPC6 membrane potential dye fluorescence; active compounds read high;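 active means B-score of the integrated fluorescence ratio above library mean plus 3 SD, and starting fluorescence ratio within library mean plus 5 SD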;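 further: higher score means more depolarization so channel activation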
# Active calls of the source: *; i = inactive; ? = inconclusive; nt = no result given.
smiles,TRPC4 potent,HIF act,SKKanGAS inh,KLF5 inh,TRPC4 agonist,aSyn 5UTR inh,MrgX1 antag,TRPC6 inhibitor,TRPC4 block,IEC-6 tox,TRPC6 activator
Cn1c2ccccc2c2nnc(SCC(N)=O)nc21,i,-8.1,-1,-16,i,3,i,i,i,0,i
c1ccc(-c2noc(C3CCCCC3)n2)nc1,i,2.4,10,-108,i,-82,i,i,i,-8,i
C/C(=N\NC(=O)C(N)=O)c1cccc([N+](=O)[O-])c1,i,0.1,-12,-19,i,-23,i,i,i,-2,i
CO/C([O-])=N/c1c[n+](-c2ccc(Cl)cc2)no1,i,0.1,-1,-24,i,9,i,i,i,0,i
CC(=O)c1ccc(N2CCN(CC(=O)Nc3cc(C)on3)CC2)cc1,i,-0.4,-7,-29,i,-18,i,i,i,-8,i
Cc1ccc(C)c(S(=O)(=O)N2CCN(C(=O)CNC(=O)c3ccc4ccccc4c3)CC2)c1,i,-0.2,4,nt,i,14,i,i,i,nt,i
CC1(C)CC(=O)C(C=NCCN2CCN(C(=S)Nc3ccccc3)CC2)=C(O)C1,i,-0.8,-10,-17,i,-10,i,i,i,-2,i
CCCN1CCC(NC(=S)Nc2ccc(OC)c(OC)c2)CC1,i,0.1,0,-5,i,16,i,i,i,-6,i
COc1ccc(C(=O)NCc2cn3ccccc3n2)cc1,i,0.0,-13,-8,i,-10,i,i,i,3,i
CC(C)CC1NC(=O)N(CC(=O)c2ccc3c(c2)OCCO3)C1=O (stereo unspecified),i,3.0,-5,-105,i,-115,i,i,i,4,i
COc1ccc(C(=O)N/C(=C\c2ccco2)C(=O)OCc2ccco2)cc1,i,0.1,0,-15,i,-17,i,i,i,-11,i
Cc1oc2cc3oc(=O)c(CC(=O)NCCC(=O)O)c(C)c3cc2c1C,i,-0.9,-3,-27,i,0,nt,i,i,-4,i
Cc1nc2c(C)cccn2c(=O)c1NC(=O)c1ccco1,i,0.6,39,nt,i,-3,i,i,i,nt,i
CSc1nc(C)c2c(n1)N(c1ccc(F)cc1)CC2,i,0.1,5,-4,i,26,i,i,i,-1,i
CN(C)S(=O)(=O)c1ccc(-c2csnn2)s1,i,-2.5,0,9,i,23,i,i,i,0,i
COCCN1CCC(CNCc2cn(-c3cc(C)ccc3C)nc2-c2ccccc2)C1 (stereo unspecified),i,-0.3,3,13,i,-29,i,i,i,-4,i
O=C(NCCS(=O)(=O)c1ccc(Br)cc1)c1ccc(Cl)cc1,i,-0.4,-3,-3,i,2,i,i,i,-2,i
COc1ccc(CCC(=O)N/N=C/c2ccc3c(c2)OCO3)cc1,i,-0.7,-5,nt,i,1,i,i,i,nt,i
Cc1ccc(-c2nc(C(=O)O)cs2)cc1,i,0.0,-6,-30,i,17,i,i,i,5,i
COc1ccc(N2CCN(C(=S)NC(=O)c3cccs3)CC2)c([N+](=O)[O-])c1,i,0.2,52*,-11,i,1,i,i,i,1,i
COc1ccc(NC(=O)CSc2nnc(NC(=O)c3ccccc3C(=O)O)s2)cc1,i,0.3,-11,-8,i,7,i,i,i,-5,i
CN1CCC(N(C)S(=O)(=O)c2ccc(NC(=O)COc3ccc(F)cc3)cc2)CC1,i,-0.2,-1,nt,i,2,i,i,i,nt,i
Cc1cc(C(=O)COc2cccc3cccnc23)c(C)n1C,i,-0.3,-8,1,i,7,i,i,i,-5,i
COc1ccc(/C=C/C(=O)Nc2ccc(C(N)=O)cc2)cc1OC,i,-0.4,0,-22,i,0,i,i,i,-1,i
O=C(Nc1cccc2ccccc12)/C(=C/c1cccc([N+](=O)[O-])c1)NC(=O)c1cccs1,i,0.2,4,-19,i,4,i,i,i,12,i
CCOc1ccccc1N1C(=O)CN(Cc2ccc(OC)c(OC)c2)C1=S,i,-20,0,-48,i,36,i,i,i,-2,i
C=CCn1c(C(C)NC(=O)C(C)(C)C)nc2ccccc21 (stereo unspecified),i,nt,1,-6,i,9,i,i,i,-1,i
COc1ccc(OC)c(NC(=O)CCN2CCN(c3ccccc3)CC2)c1,i,nt,-9,23,i,-23,i,i,i,-10,i
COc1ccc(OC)c(CN2CCN(C(=O)c3cccc(S(=O)(=O)Nc4ccc(C)cc4)c3)CC2)c1,i,0.1,2,nt,i,9,i,i,i,nt,i
CCn1nc(C)c(Br)c1-c1nc(-c2ccc(C)cc2)no1,i,1.6,-5,16,i,-22,i,i,i,6,i

# 4 entries from above, sorted by length of the SMILES, falling:
smiles,TRPC4 potent,HIF act,SKKanGAS inh,KLF5 inh,TRPC4 agonist,aSyn 5UTR inh,MrgX1 antag,TRPC6 inhibitor,TRPC4 block,IEC-6 tox,TRPC6 activator
Cc1oc2cc3oc(=O)c(CC(=O)NCCC(=O)O)c(C)c3cc2c1C,i,-0.9,-3,-27,i,0,nt,i,i,-4,i
C/C(=N\NC(=O)C(N)=O)c1cccc([N+](=O)[O-])c1,i,0.1,-12,-19,i,-23,i,i,i,-2,i
Cc1cc(C(=O)COc2cccc3cccnc23)c(C)n1C,i,-0.3,-8,1,i,7,i,i,i,-5,i
c1ccc(-c2noc(C3CCCCC3)n2)nc1,i,2.4,10,-108,i,-82,i,i,i,-8,i

# Additional records follow.
smiles,TRPC4 potent,HIF act,SKKanGAS inh,KLF5 inh,TRPC4 agonist,aSyn 5UTR inh,MrgX1 antag,TRPC6 inhibitor,TRPC4 block,IEC-6 tox,TRPC6 activator
COc1cc2c(cc1OC)C1(CCCC1)C(N)=C2C#N,i,nt,nt,10,i,nt,i,i,i,-3,i
Cc1cc(C)c(C(=O)Nc2ccccc2)c(CC(C)(C)C(=O)O)c1,i,nt,1,-7,i,nt,i,i,i,-1,i
CC(C)Sc1nc2c(c(=O)[nH]1)C(c1cccs1)C1=C(CC(C)(C)CC1=O)N2 (stereo unspecified),i,0.4,10,-14,i,11,i,i,i,2,i
Cc1cc(=O)oc2cc(OCC(=O)OCc3nnc(-c4ccccc4)o3)ccc12,i,0.1,0,-16,i,5,i,i,i,3,i
Cc1noc(C(=O)Nc2ccc3c(c2)OCO3)c1Cl,i,2.8,-2,-65,i,-205,i,i,i,8,i
O=C(COc1ccc(-c2nnco2)cc1)NC1CCCc2ccccc21 (stereo unspecified),i,-0.5,0,-9,i,3,i,i,i,-2,i
CCOc1ccc(-c2cc(CCCC(=O)NCCc3ccc(OC)c(OC)c3OC)no2)cc1,i,-1.5,-1,-34,i,?,i,i,i,1,i
CN(C)S(=O)(=O)c1ccc(NC(=O)CN2CCOCC2)cc1,i,-0.2,-5,-24,i,-4,i,i,i,2,i
Cn1c(SCC(=O)NCCc2ccccc2)ncc(C(=O)Nc2ccccc2)c1=O,i,-0.1,-7,nt,i,14,i,i,i,nt,i
Cn1c(SCC(=O)NC2CCCC2)nnc1-c1cccs1,i,1.4,4,-22,i,-11,i,i,i,-3,i
COC(C/C=C/[C@H](O)COCc1ccccc1)OC,i,-0.3,4,nt,i,10,nt,i,i,nt,i
c1ccc(-c2cc(-c3nn4c(-c5ccco5)nnc4s3)c3ccccc3n2)cc1,i,0.3,24,-41,i,37,i,i,i,-6,i
Cn1c(CN2CCCC2)nc2cc(NS(=O)(=O)c3ccccc3)ccc21,i,-0.1,0,0,i,-2,i,i,i,-5,i
CC1CCc2cc(F)ccc2N1C(=O)C12CCC(C)(C(=O)O1)C2(C)C (stereo unspecified),i,-0.2,6,-6,i,-21,i,i,i,0,i
CCC(=O)Oc1ccc2c(C)c(Cl)c(=O)oc2c1,i,0.3,-3,37,i,11,i,i,i,-1,i
O=C(O)CC1Sc2nnc(COc3ccc(Cl)cc3)n2N=C1c1ccccc1 (stereo unspecified),i,-0.2,10,-7,i,28,i,i,i,-4,i
CCC(=O)c1ccc(N2CCN(C(=O)COc3ccc(F)cc3)CC2)c(F)c1,i,-0.2,-3,-35,i,5,i,i,i,5,i
O=C(CCCn1nnc2ccccc2c1=O)N[C@@H](Cc1ccccc1)C(=O)O,i,-0.1,2,-28,i,0,i,i,i,-9,i
CC(C)(C)N1C(=O)[C@H]2[C@@H](c3ccc(Br)cc3)N3C(=O)N(c4cccc(Cl)c4)C(=O)[C@@]3(C)[C@H]2C1=O,i,0.5,0,nt,i,-14,i,i,i,nt,i
Nc1ccc(Sc2ccccc2CC(=O)O)cc1,i,0.0,7,16,i,-13,i,i,i,4,i
CC(=O)N(c1cccc(C(F)(F)F)c1)c1nc(/C=C/C(=O)O)cs1,i,-0.1,-4,24,i,20,i,i,i,0,i
COc1ccc(C2c3c(oc4ccccc4c3=O)C(=O)N2Cc2ccncc2)cc1OC (stereo unspecified),i,0.4,-10,-14,i,-3,i,i,i,5,i
COc1ccc(C(=O)Nc2ccccc2C(=O)N(Cc2ccco2)C(C(N)=O)C(C)C)cc1 (stereo unspecified),i,0.3,10,-15,i,-10,i,i,i,-2,i
CCS(=O)(=O)c1nc(S(=O)(=O)c2ccc(C)cc2)c(NCCCN2CCOCC2)s1,i,-0.1,4,-36,i,14,i,i,i,-2,i
CCC(C(=O)Nc1ccc2c(c1)OCCO2)n1c(=O)[nH]c2ccccc2c1=O (stereo unspecified),i,-1.5,0,-6,i,-24,i,i,i,-1,i
Cc1ccc(OCc2ccccc2C)c([N+](=O)[O-])n1,i,0.0,0,-53,i,-29,i,i,i,-3,i
Cc1oc2ccc(OC(=O)N3CCOCC3)cc2c1C(=O)OC(C)C,i,0.1,0,-11,i,5,i,i,i,-3,i

# The order is random; about 5.8% have a hit in one of these screens.
